# Epigenetic derep – derepresses silenced GFP reporter in murine cells. murine LDR cells, GFP reporter derepression, 30 h. Potency, µM (doses to about 53.9 µM), for the others: top-dose GFP activation, hits mostly activators. actives 0.2% (n = 280,000). AID 1865; also: % of control where 0% means no effect; nearly all actives have a fitted effect of over 60% in size
#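 GFP-positive cell count by laser-scanning cytometry (objects 20–120 um) after 30 h, 37 C compound exposure of murine LDR cells; reporter is CMV-GFP integrated at a silenced locus, inducible by HDAC or DNMT inhibitors.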
# GAA spleen mod – inhibitors or activators of human alpha-glucosidase in spleen homogenate | P10253 | Potency, µM (top dose mostly 79.9 µM), for inactives: at the highest dose activity change, negative = inhibition, usual class: inhibitors | actives 0.006% (n = 240,000) | AID 2112 | human spleen homogenate, 4-MU-alpha-glucoside fluorescence;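 also: 0% = enzyme with vehicle and -100% = no enzyme basal signal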
#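 AC50 values come from Hill-equation fits of concentration-response data, normalized to no-enzyme and full-activity controls. Enzyme source: 1 ug human spleen homogenate; 1 mM fluorogenic 4-MU glucoside, pH 5.0 citrate buffer, 37 C, 40 min.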
# NPSR antag – neuropeptide S receptor (human) antagonism, cAMP; Q6W5P4; CHO-NPSR cells, cAMP TR-FRET, antagonist mode; Potency, µM (titrated, usually from 38.3 µM), for inactives: top-dose activity change, negative = inhibition, actives largely listed as inhibitors; actives 1% (n = 220,000); also: % is scaled to controls: 0 for no effect and ±100 for the full control effect; nearly all actives have a fitted effect of over 50% in size; many of its hits are not listed in these tables
# Target sequence (Q6W5P4 whole entry, looked up): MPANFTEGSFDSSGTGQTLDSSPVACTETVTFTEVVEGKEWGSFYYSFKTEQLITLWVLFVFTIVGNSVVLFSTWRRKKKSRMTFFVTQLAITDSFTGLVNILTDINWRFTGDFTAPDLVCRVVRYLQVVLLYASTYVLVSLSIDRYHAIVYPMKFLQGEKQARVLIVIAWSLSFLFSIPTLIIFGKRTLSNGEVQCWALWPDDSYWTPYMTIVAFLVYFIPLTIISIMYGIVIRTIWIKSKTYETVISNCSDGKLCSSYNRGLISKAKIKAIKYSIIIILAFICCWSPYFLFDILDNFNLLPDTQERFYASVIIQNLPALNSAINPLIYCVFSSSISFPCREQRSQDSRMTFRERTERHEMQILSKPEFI
# aGal spleen mod – inhibitors or activators of human alpha-galactosidase in spleen homogenate; Potency, µM (doses to about 80 µM), for inactives: at the top dose activity change, negative = inhibition, most hits filed as inhibitors; human spleen homogenate, 4MU-alpha-Gal fluorescence, 40 min; P06280; actives 0.008% (n = 240,000);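 also: 0% = enzyme with vehicle and -100% = no enzyme basal signal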
#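 qHTS titration in buffer at pH 5.0. Alpha-galactosidase activity in spleen homogenate was measured via 4-methylumbelliferone release from 1 mM fluorogenic substrate after 40 min at 37C and a pH 10 stop. AC50 came from Hill fits of control-normalized data.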
# Tau fluor cs – counter-screen for tau fibril formation inhibitors. actives 0.93% (n = 280,000). tau K18 P301L (four-repeat tau fragment) Alexa594 fluorescence, heparin fibrillization. Potency, µM (doses to about 57.7 µM), for inactives: top-dose activity change, negative = decrease; also: % is scaled to controls: 0 for no effect and ±100 for the full control effect; nearly all actives have a fitted effect of over 55% in size
#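 Human K18 P301L tau (15 uM unlabeled plus 0.24 uM Alexa 594-labeled, final) in 100 mM sodium acetate pH 7 was mixed with compound and 20 uM heparin and incubated 6 hr at 37 C.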
# GAA inh – blocks human lysosomal alpha-glucosidase. purified human GAA, 4-MU-alpha-glucoside fluorescence. Potency, µM (series often up to 76.9 µM), for the others: at the top dose activity change, negative = inhibition, actives largely listed as inhibitors. actives 0.005% (n = 200,000);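 also: plate controls were uninhibited enzyme wells for no effect and no-enzyme background for full effect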
#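 Human alpha-glucosidase, 4 nM, pre-mixed with test compounds before 400 uM 4-methylumbelliferyl substrate; 20 min room temperature at pH 5.0. Fluorescence read after pH 10 stop; AC50 values from Hill-equation fits.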
# GAA glycogen mod – GAA glycogen-cleavage inhibition or activation; recombinant GAA, glycogen substrate, Amplex Red glucose oxidase fluorescence; AID 2100; actives 0.38% (n = 300,000); P10253; Potency, µM (titrated, usually from 76.4 µM), without a hit: at the highest dose activity change, negative = inhibition, actives largely listed as inhibitors;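 also: 0% = full enzyme reaction and -100% = no-enzyme basal signal; the screen sought inhibitors and activators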
#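 Recombinant human alpha-glucosidase (4 nM final) hydrolysed bovine liver glycogen (30 ug) for 40 min at 37 C in pH 5.0 citrate/phosphate with 0.01% Tween-20. Released glucose detected by glucose oxidase/Amplex Red, Ex 573/Em 610 nm. Compounds up to 77 uM; AC50 from Hill fits.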
# ALDH1A1 inh – ALDH1A1 (human) enzyme inhibition. Potency, µM (series often up to 75.3 µM), without a hit: at the highest dose activity, negative = inhibition, usual class: inhibitors. Purified ALDH1A1, NADH fluorescence, propionaldehyde substrate. P00352. actives 7.3% (n = 220,000). AID 1030; active = well fitted inhibition curve with a large enough effect, not every such curve was filed as active; inconclusive = small, poorly fitted or top-dose-only effect, or another doubt; inactive = no such curve, though single readings can be large or run the other way;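 also: plate controls were no enzyme wells and a reference inhibitor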
# Target sequence (P00352 whole entry, looked up): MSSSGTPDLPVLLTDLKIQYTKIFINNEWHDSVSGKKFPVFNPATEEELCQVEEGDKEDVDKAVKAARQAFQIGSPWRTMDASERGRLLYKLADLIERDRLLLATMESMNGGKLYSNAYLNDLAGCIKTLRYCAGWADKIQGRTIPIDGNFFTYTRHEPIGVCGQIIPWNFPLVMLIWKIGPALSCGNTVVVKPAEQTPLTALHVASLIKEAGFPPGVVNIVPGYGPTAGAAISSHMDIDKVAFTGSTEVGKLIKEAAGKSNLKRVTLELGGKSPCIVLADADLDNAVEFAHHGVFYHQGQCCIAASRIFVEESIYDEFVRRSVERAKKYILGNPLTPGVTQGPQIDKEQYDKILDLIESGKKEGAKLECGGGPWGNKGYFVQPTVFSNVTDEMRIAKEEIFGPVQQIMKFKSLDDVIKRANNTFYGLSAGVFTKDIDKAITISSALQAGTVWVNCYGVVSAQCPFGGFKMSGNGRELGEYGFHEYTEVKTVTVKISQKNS
# An asterisk follows results filed as active; ? = inconclusive; nt = no result given; & = joins results of further samples; [ ] = remark or other dose. Unless noted, calls follow the shape of the dose curve; as a rule, active = well fitted curve in the direction sought with a large enough effect; inconclusive = small, poorly fitted or top-dose-only effect, or another doubt; inactive = no such curve, though single readings can be large; an effect the other way counts as inactive or inconclusive. Potency is read from the fitted curve at half-maximal effect. This is a subset; rates above refer to the full screens.
SMILES,Epigenetic derep,GAA spleen mod,NPSR antag,aGal spleen mod,Tau fluor cs,GAA inh,GAA glycogen mod,ALDH1A1 inh
C=C(C)[C@]12C[C@@H](C)[C@@]34OC(Cc5ccccc5)(O[C@@H]1[C@@H]3C=C(COC(=O)Cc1cc(I)c(O)c(OC)c1)C[C@]1(O)C(=O)C(C)=C[C@@H]41)O2,3.2%,6.2%,nt,-1.9%,?,nt,nt,-0.9%
C=CCn1c(O)c(C(CC)=NCC2CCCO2)c(=O)[nH]c1=O (stereo unspecified),-4.9%,-7.3%,53.4%,-1.0%,-8.6%,nt,9.5%,nt
COC(=O)c1ccc(C(C(=O)NC2CCCCC2)N(CCN2CCOCC2)C(=O)Cc2cccs2)cc1 (stereo unspecified),-0.2%,2.0%,-10.5%,2.1%,-16.0%,0.2%,12.6%,5.0%
COc1ccccc1N1CCN(Cc2ccc(Cl)cc2Cl)CC1,-1.0%,-11.4%,-9.5%[46.1 µM],-13.8%,-26.6%,-4.3%,20.2%,-11.5%
Cc1[nH]n(-c2ccccc2)c(=O)c1C(c1ccc([N+](=O)[O-])cc1)c1c(C)[nH]n(-c2ccccc2)c1=O,-1.1%,-0.8%,?,-4.7%,-8.9%,?,8.7%,12.6µM*
Cc1ccccc1CN1CCNCC1,-0.1%,-21.3%,0.8%,-0.8%,-7.8%,3.6%,-8.3%,13.7%
COc1ccc(C(=O)N/N=C/C23CC[C@@H](O)CC2(O)CC[C@@H]2[C@@H]3CCC3(C)C(C4=CC(=O)OC4)CCC23O)cc1 (stereo partly specified),0.0%,-11.9%,12.6%,-7.7%,-0.4%,nt,2.5%,nt
COc1ccc(O)c(CN2CCCC(C(=O)c3ccccc3SC)C2)c1 (stereo unspecified),-2.7%,-12.3%,51.5%,-3.1%,-17.7%,5.1%,-28.5%,?
Cc1ccccc1-n1c(C)nc2ccccc2c1=O,2.5%,-4.1%,-3.6%,-18.8%,1.0%,4.0%,-3.8%,?
Cc1ccc(N2C(=O)NC(=O)C(CCc3ccncc3)(Cc3cccc(Cl)c3Cl)C2=O)cc1 (stereo unspecified),-1.0%,-11.9%,-27.2%,-2.7%,-17.4%,-9.1%,14.3%,-8.8%
CCCCOC(=O)C1=C(N)OC2=C(C(=O)CC(C)(C)C2)[C@]12C(=O)N(C)c1ccccc12,-1.0%,4.0%,-9.5%[46.1 µM],5.0%,-2.0%,-1.7%,8.7%,-2.8%
COc1cccc(C(=O)C2CCCN(Cc3ccccn3)C2)c1 (stereo unspecified),2.3%,0.7%,0.0%,6.3%,-4.2%,nt,-6.4%,-6.1%
CC(C)N(CC#CCC1(O)c2ccccc2-c2ccccc21)C(C)C,-1.0%,-4.4%,5.4%,-0.5%,3.3%,2.8%,15.8%,3.7%
Cc1ccc2c(Cl)cc(Cl)c(OCC(=O)N(C(C)C)C(C)C)c2n1,1.3%,1.2%,-51.9%,-18.1%,-9.4%,?,5.4%,-11.3%
Cc1ccc(N2C(=O)NC(=O)C3(Cc4ccccc4N4CCCC43)C2=O)cc1 (stereo unspecified),-2.0%,0.3%,-3.3%[46.1 µM],-7.8%,-11.1%,-0.8%,-12.3%,?
O=C1/C(=C\c2ccncc2)N2CCC1CC2,-0.5%,3.1%,1.8%,-3.2%,-1.1%,nt,0.5%,nt
O=c1cccc2n1CC1CNC[C@H]2C1,0.0%,-6.8%,nt,-2.9%,-8.0%&2.1%,nt,nt,-3.4%
Cc1ccc2c(c1)=C/C(=C\c1c(O)[nH]c(=S)[nH]c1=O)C(=O)N=2,0.0%,-0.3%,-1.5%,-6.2%,-13.1%,0.3%,?,3.55µM*
CCC(=NCCc1c[nH]c2ccccc12)c1c(O)n(-c2ccc(C)cc2)c(=O)[nH]c1=O,0.0%,1.1%,-4.8%,-1.8%,1.6%,-4.9%,-0.6%,?
CCOC(=O)C1(CCc2ccccc2)CCN(Cc2csc(C(C)=O)c2)CC1,0.0%,2.0%,37.8%,5.1%,-5.1%,nt,8.1%,?
O=C(COC(=O)Cc1ccccc1)Nc1ccc(Cl)cn1,2.5%,5.8%,7.9%,1.6%,-11.7%,-10.3%,2.3%,-6.2%
COc1ccccc1NC1(C#N)CCCCC1,-1.6%,7.9%,19.9%,6.4%,-5.1%,4.0%,1.8%,-10.9%
O=c1[nH]c(=S)[nH]c(O)c1N=Nc1cc2c(cc1[N+](=O)[O-])OCO2,0.0%,0.1%,-43.5%,-0.1%,-20.0%,2.4%,6.7%,?
O=C(O)c1cc[c]([Hg][Cl])cc1,?,-1.0%,-1.5%[46.1 µM],-8.4%,-8.0%,nt,nt,5.46µM*
c1cc2c(cc1CCNC1C3CC4CC(C3)CC1C4)OCO2 (stereo unspecified),1.2%,1.4%,-1.8%[46.1 µM],-1.9%,-3.8%,-4.7%,1.1%,?
O=C(CCCN1CCC(n2c(=O)[nH]c3ccccc32)CC1)c1ccc(F)cc1,-1.4%[16.9 µM],0.2%[29.1 µM],nt,9.1%[29.1 µM],nt,nt,nt,0.6%[20.9 µM]
COC(=O)CN1CN(c2ccccc2)C2(CCN(Cc3ccc4ccccc4c3)CC2)C1=O,-0.4%,-5.0%,nt,0.0%,-11.8%,nt,nt,-13.3%
CN1OCC2Cn3c(nc4ccccc43)C21 (stereo unspecified),5.7%,11.6%,22.6%,2.6%,-7.0%,nt,5.6%,nt
COc1cc2c(cc1/C=C/[N+](=O)[O-])OCO2,1.1%,6.4%,-7.4%,0.0%,-18.5%,3.1%,9.2%,?
COc1cc2c3cc1Oc1cc(ccc1O)C[C@@H]1c4c(cc(OC)c(O)c4Oc4ccc(cc4)C[C@H]3N(C)CC2)CCN1C,2.9%,5.9%,15.4%,6.5%,-12.0%,-3.5%[15.4 µM],-3.4%,-3.2%
Nc1ccc(C2(c3ccc(N)cc3)c3ccccc3-c3ccccc32)cc1,-1.6%,0.9%,5.7%,-3.8%,14.1µM*[quencher],-6.6%,-7.8%,4.6%
CCOc1ccc(Oc2nc(NCC(C)C)nc(N(C)C)n2)nn1,-1.1%,-3.9%,-9.9%[46.1 µM],0.7%,6.6%,1.1%,-4.5%,?
O=C1c2ccccc2C2(c3ccc(Cl)cc3)NCCN12 (stereo unspecified),0.8%,-13.9%,-12.2%[46.1 µM],-13.9%,-2.3%,2.4%,4.4%,5.5%
O=C(Nc1cccc(OC(=O)N2CCOCC2)c1)N1CCOCC1,0.0%,-0.5%,-2.4%[46.1 µM],0.5%,2.0%,-2.8%,-7.6%,6.3%
COc1ccccc1-n1c(O)c(/C=N/N2CCCCC2)c(=O)n(-c2ccccc2OC)c1=S,1.1%,10.9%,-5.7%,21.6%,-7.9%,nt,-20.1%,nt
C/C=C(/C)C(=O)O[C@H]1C(C)=C2C([C@@H]1OC(=O)CCCCCCC)[C@@](C)(OC(C)=O)C[C@@H](OC(=O)CCC)[C@@]1(O)[C@H]2OC(=O)[C@@]1(C)O (stereo partly specified),?,-16.6%,?,-2.8%,-29.3%,nt,nt,?

# 4 records picked at random from those above:
SMILES,Epigenetic derep,GAA spleen mod,NPSR antag,aGal spleen mod,Tau fluor cs,GAA inh,GAA glycogen mod,ALDH1A1 inh
CN1OCC2Cn3c(nc4ccccc43)C21 (stereo unspecified),5.7%,11.6%,22.6%,2.6%,-7.0%,nt,5.6%,nt
COc1cc2c3cc1Oc1cc(ccc1O)C[C@@H]1c4c(cc(OC)c(O)c4Oc4ccc(cc4)C[C@H]3N(C)CC2)CCN1C,2.9%,5.9%,15.4%,6.5%,-12.0%,-3.5%[15.4 µM],-3.4%,-3.2%
COc1cc2c(cc1/C=C/[N+](=O)[O-])OCO2,1.1%,6.4%,-7.4%,0.0%,-18.5%,3.1%,9.2%,?
O=C(CCCN1CCC(n2c(=O)[nH]c3ccccc32)CC1)c1ccc(F)cc1,-1.4%[16.9 µM],0.2%[29.1 µM],nt,9.1%[29.1 µM],nt,nt,nt,0.6%[20.9 µM]

# Later entries:
SMILES,Epigenetic derep,GAA spleen mod,NPSR antag,aGal spleen mod,Tau fluor cs,GAA inh,GAA glycogen mod,ALDH1A1 inh
O=C(Cc1ccc(Cl)c(Cl)c1)N1CCCCC1CN1CCCC1 (stereo unspecified),2.3%&-2.4%,-10.1%&0.8%,2.5%[46.1 µM],2.5%&-1.6%,-9.1%&0.9%,nt,nt,-1.2%&3.7%
O=C1NC(=O)N(CCC2=CCCCC2)C(=O)/C1=C/c1ccc(O)cc1,0.0%,-20.5%,7.7%,3.5%,-5.4%,5.3%,-3.4%,0.794µM*
CC1(C)C[C@H]2C=C(C=O)[C@]3(C=O)C[C@]3(C)[C@H]2C1,0.1%,-15.3%,12.6µM*,-12.9%,-26.0%,2.6%[15.4 µM],-1.6%,?
CC(=O)[C@H]1[C@H](C#N)C[C@H]2[C@@H]3CC=C4C[C@@H](O)CC[C@]4(C)[C@H]3CC[C@@]21C,-1.1%&-1.1%&2.1%,7.0%&12.4%&-0.9%,-18.3%,-15.2%&-17.7%&3.9%,-6.7%&-4.0%&-1.9%,-5.3%[15.4 µM],5.6%,-0.3%&6.3%
CCCN(CCC)[C@@H]1CCc2c(OC)cccc2[C@@H]1C,2.1%&1.6%,-1.4%&-6.5%,nt,15.9%&-0.8%,-6.2%&-5.3%,nt,nt,-1.9%&-1.6%
CC(C)n1c(O)c(C2c3cc(Cl)ccc3Oc3[nH]c(=O)n(C(C)C)c(=O)c32)c(=O)[nH]c1=O (stereo unspecified),?,-4.1%,?,2.3%,5.8%,nt,-1.2%,nt
C/C(=N\N1CCCCCC1)c1c(O)n(-c2ccc(C)cc2)c(=O)[nH]c1=O,-0.9%,-6.3%,-14.2%,-6.6%,9.8%,-12.9%,3.4%,?
Cc1cc(NC(=O)COC(=O)c2c(C)nn(Cc3ccccc3Cl)c2C)no1,-1.1%,1.0%,-3.3%[46.1 µM],4.6%,-19.1%,7.5%,-9.9%,9.2%
CN(C)P(=O)(NC(=O)c1cccn1C)N(C)C,1.5%,-1.5%,13.5%,7.6%,0.8%,-3.2%,6.0%,12.9%
COc1ccc(CCNCc2ccc(OC)c(OC)c2OC)cc1,10.3%,-2.5%,5.2%[46.1 µM],-5.2%,-4.9%,-4.4%,-8.2%,?
C/C=C1\C[N@@+]2(C)CC[C@@]34C(=C(C=O)[C@H]1C[C@H]32)Nc1ccccc14,1.0%[16.9 µM],1.2%[29.1 µM],nt,-21.7%[29.1 µM],nt,nt,nt,?
O=C(c1ccccc1)N1CCC2(CC1)OCCO2,-1.3%,9.0%,-17.3%,-9.5%,0.1%,?,-8.2%,2.2%
